Compound activity from PubChem BioAssay.
HTT ATP protect: qHTS Multiplex Assay to Identify Dual Action Probes in a Cell Model of Huntington: Cytoprotection (ATP); PC12 HTT-Q103 induced, cytoprotection, ATP luminescence, 40 h; Potency, µM (series often up to 56.4 µM), without a hit: cytoprotection (ATP increase), actives largely listed as activators; 0.14% of 230,000 active;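 note: % of control where 0% means no effect; nearly all actives have a fitted effect of over 45% in size; toxic huntingtin expression switched on by the ecdysone agonist tebufenozide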
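Stable PC12 Q103-GFP cells in serum-supplemented, phenol red-free DMEM; induction by tebufenozide at 100 nM final; compound dose series; cell viability quantified luminescently from ATP.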
HTT aggregate: qHTS Multiplex Assay to Identify Dual Action Probes in a Cell Model of Huntington: Aggregate Formation (GFP); PC12 HttQ103-GFP aggregates, Acumen cytometry, 40 h; Potency, µM (highest dose often 46.1 µM), inactives show at the highest dose activity change, negative = inhibition, usual class: inhibitors; AID 1688, 2009; 1.1% of 220,000 active; note: % is set by controls: 0 for no effect and ±100 for the full control effect; nearly all actives have a fitted effect of over 60% in size
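Aggregate formation scored by laser-scanning cytometer (488 excitation, 500–530 emission) in lysed PC12 cells expressing Q103-GFP after 100 nM tebufenozide induction; library tested in dose series, with ATPLite reagent added in the multiplex.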
GAA spleen mod: qHTS Assay for Inhibitors and Activators of Human alpha-Glucosidase From Spleen Homogenate; Lysosomal alpha-glucosidase (Homo sapiens), P10253; human spleen homogenate, 4-MU-alpha-glucoside fluorescence; Potency, µM (top dose mostly 79.9 µM), for inactives: top-dose activity change, negative = inhibition, hits mostly inhibitors; 0.006% of 240,000 active;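 note: 0% = enzyme with vehicle and -100% = no enzyme basal signal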
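AC50 values come from Hill-equation fits of concentration-response data, normalized to no-enzyme and full-activity controls. Enzyme source: 1 ug human spleen homogenate; 1 mM fluorogenic 4-MU glucoside, pH 5.0 citrate buffer, 37 C, 40 min.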
GAA inhib: qHTS Assay for Inhibitors of Human alpha-Glucosidase as a Potential Chaperone Treatment of Pompe Disease. Lysosomal alpha-glucosidase (Homo sapiens), P10253. purified human GAA, 4-MU-alpha-glucoside fluorescence. Potency, µM (top dose mostly 76.9 µM), without a hit: top-dose activity change, negative = inhibition, actives largely listed as inhibitors. 0.005% of 200,000 active;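 note: plate controls were uninhibited enzyme wells for no effect and no-enzyme background for full effect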
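Activity normalized between no-enzyme (basal) and enzyme-only wells. Conditions: 4 nM human enzyme, 400 uM fluorogenic substrate, citrate/phosphate pH 5.0 with Tween-20, 20 min room temperature, compounds up to 77 uM.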
IMPase Li inh: qHTS Assay for Identifying the Cell-Membrane Permeable IMPase Inhibitors: Potentiation with Lithium | CHO-M1 cells, IP1 TR-FRET (IP-One), carbachol + lithium | Potency, µM (doses to about 59.4 µM), for inactives: top-dose activity, negative = IMPase inhibition, actives largely listed as inhibitors | 0.35% of 210,000 active | AID 1457, 2008;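 note: IP1 builds up when IMPase is blocked and the TR-FRET signal falls; plate controls were basal vehicle for no effect and high inhibitor control for full effect; nearly all actives have a fitted effect of over 50% in size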
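Lithium-sensitised IP1 accumulation assay; M1-expressing CHO cells treated 30 min at 37C with compound. Competitive antibody detection by time-resolved FRET followed a 10 min room-temperature lysis step.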
RGS12 GoLoco inh: qHTS Assay for Inhibitors of RGS12 GoLoco Motif Activity (Red Fluorophore); Potency, µM (titrated, usually from 61.6 µM), without a hit: at the highest dose activity, negative = inhibition, usual class: inhibitors; AID 880, 2007; Gai1:RGS12 GoLoco peptide FP, rhodamine, 10 min; 0.44% of 230,000 active; active = well fitted inhibition curve with a large enough effect, not every such curve was filed as active; inactive = no such curve, though single readings can be large or run the other way; note: % is set by controls: 0 for no effect and ±100 for the full control effect; nearly all actives have a fitted effect of over 30% in size; many of its hits are not listed in these tables
Target sequence (P63096 whole entry, looked up): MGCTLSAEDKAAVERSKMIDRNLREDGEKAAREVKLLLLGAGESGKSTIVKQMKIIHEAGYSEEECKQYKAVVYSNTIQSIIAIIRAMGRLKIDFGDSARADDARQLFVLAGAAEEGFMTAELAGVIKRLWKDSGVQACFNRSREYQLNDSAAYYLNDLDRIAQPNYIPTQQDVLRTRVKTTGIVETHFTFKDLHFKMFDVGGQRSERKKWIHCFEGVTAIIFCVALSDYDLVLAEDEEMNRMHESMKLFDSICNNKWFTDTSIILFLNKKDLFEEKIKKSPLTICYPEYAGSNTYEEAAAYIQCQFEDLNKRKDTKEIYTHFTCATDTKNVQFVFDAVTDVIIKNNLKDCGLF
GAA glycogen mod: qHTS Assay for Inhibitors and Activators of Human alpha-Glucosidase Cleavage of Glycogen. Lysosomal alpha-glucosidase (Homo sapiens), P10253. recombinant GAA, glycogen substrate, Amplex Red glucose oxidase fluorescence. Potency, µM (highest dose often 76.4 µM), inactives show at the highest dose activity change, negative = inhibition, actives largely listed as inhibitors. 0.38% of 300,000 active;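 note: 0% = full enzyme reaction and -100% = no-enzyme basal signal; the screen sought inhibitors and activators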
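Recombinant human alpha-glucosidase (4 nM final) hydrolysed bovine liver glycogen (30 ug) for 40 min at 37 C in pH 5.0 citrate/phosphate with 0.01% Tween-20. Released glucose detected by glucose oxidase/Amplex Red, Ex 573/Em 610 nm. Compounds up to 77 uM; AC50 from Hill fits.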
The depositor's hits bear a star; u = inconclusive; x = not tested or not shown; & = joins results of further samples; [ ] = another dose, or the depositor's remark. Unless noted, calls come from the whole dose curve; as a rule, active = well fitted curve in the direction sought with a large enough effect; inconclusive = small, poorly fitted or top-dose-only effect, or another doubt; inactive = no such curve, though single readings can be large; an effect the other way counts as inactive or inconclusive. Potency is the fitted concentration of half-maximal effect.

SMILES	HTT ATP protect	HTT aggregate	GAA spleen mod	GAA inhib	IMPase Li inh	RGS12 GoLoco inh	GAA glycogen mod
S=c1[nH]c(-c2ccc(Br)cc2)cn1CCc1ccccc1	-52%[inhibitor]	-17%	4%	-2%	u	-6%	-4%
COC(=O)c1ccc(CS(=O)(=O)c2ccccc2C)o1	-15%	u	7%	-3%	33%[activator][38.3 µM]	-5%	-13%
COc1cc(C(=O)NCCC(=O)NC(C)C)cc(OC)c1OC	-8%[10 µM]	-4%	-9%	2%	-3%	-5%	2%
Cc1occc1C(=O)N/N=C/c1cccs1	-9%	2%	2%	9%	-15%[38.3 µM]	3%	-6%
CCOc1ccc2[nH]c(=O)c(CN(Cc3ccc(F)cc3)C(=O)N3CCCC3)cc2c1	-21%	11%[9.22 µM]	0%	0%	13%[38.3 µM]	-2%	-4%
CC1CCCN(c2ccc3nc4ccccc4c(=O)n3n2)C1 (stereo not drawn)	-144%[inhibitor]	-14%	-4%	0%	13%	13%	5%
CN(CC(=O)NC1CCCCC1)S(=O)(=O)c1cccc2nsnc12	-36%	-7%	-6%	6%	-1%[38.3 µM]	5%	-9%
O=C(CCCCCn1c(=S)[nH]c2ccc(N3CCOCC3)cc2c1=O)NCc1ccccc1Cl	x	-12%	0%	4%	u	2%	7%
O=[N+]([O-])c1ccc(Cl)c(/C=N/N2CCN(Cc3ccccc3)CC2)c1	-23%	-13%	-7%	-3%	-2%[38.3 µM]	-3%	-11%
Cc1cccnc1NC(=O)c1cc2c(=O)oc3ccccc3c2s1	20%[10 µM]	-12%	-2%	-2%	-9%	8%	11%
COC(=O)c1ccccc1NC(=O)c1ccc(F)cc1	-25%[10 µM]	-18%[9.22 µM]	2%&8%	x	13%	-1%&4%	5%
Cc1ccc(CNC(=O)C2CC2c2ccccc2)cc1 (stereo not drawn)	21%[10 µM]	16%	3%	2%	7%	9%	7%
O=C(Cn1cccc1C(=O)c1ccccc1)NCc1cccc(Cl)c1	-26%	5%	-2%	0%	5%	2%	3%
OC1(c2cn(Cc3ccccc3)nn2)CCCCC1	1%	-1%	3%	4%	0%[38.3 µM]	-5%	-10%
C/C(=N\Nc1ccc(F)cc1)c1ccncc1	25%[10 µM]	2%	-7%	-11%	25%	0%	-30%
O=C(CSc1nc2ccsc2c(=O)n1CC1CCC(C(=O)O)CC1)c1ccc(F)cc1 (stereo not drawn)	14%	-2%	4%	-3%	5%	10%	-6%
Cc1ccccc1C(=O)Nc1sc2c(c1C(=O)O)CCC2	x	x	3%	-1%	8%	5%	-15%
Brc1ccc2c(c1)C(c1ccc(N3CCOCC3)cc1)=NNC(c1cccs1)=N2	16%[10 µM]	-24%	-3%	u	8%	-2%	-3%
C=CCn1c(CNc2ccccc2)nnc1SCC(=O)N/N=C/c1ccccc1O	-49%[inhibitor]	18µM*	-4%	-5%	1%[38.3 µM]	13%	-4%
C=CCn1c(COc2ccc(Cl)cc2)nnc1SCc1ccc(C#N)cc1	-30%	-23%	-2%	-4%	11%[38.3 µM]	10%	-2%
CC1(C)Cc2[nH]c(=S)c(C#N)cc2CO1	2%	8%[9.22 µM]	-12%	-8%	0%[38.3 µM]	-32%	-28%
Cn1c(-c2ccc(Cl)cc2)ccc(C#N)c1=O	-24%[10 µM]	-7%	-1%	u	-11%	-5%	9%
CC(=O)c1cccc(Nc2cc(C)nc3ccccc23)c1	14%[10 µM]	2%[9.22 µM]	-4%	x	x	9%	6%
COc1ccc(O)c(C(=O)c2cc(C#N)c(=O)n(CC3CCCO3)c2)c1 (stereo not drawn)	-9%	-4%	1%	3%	10%[38.3 µM]	-11%	-16%
O=C1CC(c2ccc3c(c2)OCO3)c2cc3c(cc2N1)OCO3 (stereo not drawn)	-9%	0%	4%	5%	-7%[38.3 µM]	-5%	4%
O=c1[nH]ncc(N/N=C/c2ccccc2)c1Cl	18%	0%	12%	-1%	43%[activator][38.3 µM]	-6%	-13%
Cc1ccnn1CCSCC(=O)O	12%	8%[9.22 µM]	-8%	2%	-9%[38.3 µM]	-7%	-2%
COc1ccc(C2CC(=O)N(C)c3ccccc3S2)cc1 (stereo not drawn)	-59%[inhibitor]	-29%	11%	-3%	8%	9%	4%
O=C(c1csnn1)N1CCC[C@@]2(CCN(Cc3nccs3)C2)C1	-43%[inhibitor]	x	-1%	x	16%	8%	x
O=C(Nc1ccc(S(=O)(=O)Nc2ncccn2)cc1)c1cncc(Br)c1	7%[10 µM]	-6%	-7%	0%	-5%	-4%	10%
C/C(=N\NC(=O)Cc1cccn1C)c1ccco1	11%[10 µM]	-1%[9.22 µM]	-9%	x	x	-7%	9%
NC[C@](O)(CS(=O)(=O)O)c1ccc(Cl)cc1	u	x	-6%	x	20%	3%	x
CCc1cc(-c2n[nH]c(=S)n2CC)cs1	x	25%	-7%	3%	0%	9%	-13%
Cc1ccc2[nH]c(=O)c(Cc3ccccc3)c(O)c2c1	7%[10 µM]	14%[9.22 µM]	1%	-10%[15.4 µM]	4%	18%	0%
Cc1cc(Nc2ccccc2)n(-c2ccccc2)n1	-5%	3%	-2%	-7%	22%[38.3 µM]	0%	12µM*
C/C(=N\Nc1ccc(C#N)cc1[N+](=O)[O-])c1ccc(C)o1	11%[10 µM]	-7%[9.22 µM]	1%	x	x	3%	2%
COC(=O)CSc1nc(N2CCCCC2)c2c(c1C#N)CCCC2	10%[0.074 µM]	5%	-2%	-2%	6%[38.3 µM]	2%	-11%
CCc1nc(Cl)c(C#N)c2c1CCCC2	2%[10 µM]	11µM*	-6%	2%	5%	-4%	12%
CN(C)c1ccc(/C=C/C=N/Nc2nc(N3CCOCC3)nc(N3CCOCC3)n2)cc1	4%	-18%	-6%	-2%	-1%	1%	u
CCc1noc(C)c1C(=O)N1CCOCC1	-15%[0.074 µM]	0%	-6%	4%	4%	-11%	-12%
O=C(c1ccc(Cl)c([N+](=O)[O-])c1)N(Cc1ccc(Cl)cc1)C1CCS(=O)(=O)C1 (stereo not drawn)	19%[10 µM]	-5%	3%	1%	12%	6%	2%
CCN1CCN(c2nc(C)c3c(n2)CC(C)CC3=O)CC1 (stereo not drawn)	x	x	4%	10%	8%	10%	10%
O=C1CC(c2ccc(OCCCCCOc3ccc(C4CC(=O)NC4=O)cc3)cc2)C(=O)N1 (stereo not drawn)	7%[10 µM]	-1%[9.22 µM]	11%	2%[15.4 µM]	8%	1%	0%
COc1ccccc1CNC(=O)Cn1c(=O)oc2cc(Cl)ccc21	-14%[10 µM]	-9%[9.22 µM]	7%	x	x	5%	2%
O=[N+]([O-])c1ccc(Cl)c(/C=N/N2CCN(Cc3ccccc3Cl)CC2)c1	2%	-11%	-10%	5%	9%[38.3 µM]	-5%	3%
Cc1cc(C)c(NC(=O)CSc2nncn2-c2cccnc2)c(C)c1	-26%	24%	-3%	10%	1%	-1%	6%
Cc1cccc(C)c1NC(=O)CNC(=O)Cc1ccc(Br)cc1	-13%	12%	9%	8%	6%	9%	-13%
COc1ccccc1/C=C/C(=O)NCC(=O)N/N=C/c1ccc2c(c1)OCO2	-15%	-2%	-12%	-7%	3%	-2%	4%
CNS(=O)(=O)c1ccc(Oc2ccc(S(=O)(=O)NC)cc2)cc1	-3%	u	-2%	2%	20%[38.3 µM]	8%	4%
O=C(NCc1ccccc1)/C(=C/c1ccco1)NC(=O)c1ccco1	-16%	23%	-1%	-9%	3%	8%	-9%

Among those listed so far, seven contain a cyano group.
SMILES	HTT ATP protect	HTT aggregate	GAA spleen mod	GAA inhib	IMPase Li inh	RGS12 GoLoco inh	GAA glycogen mod
C=CCn1c(COc2ccc(Cl)cc2)nnc1SCc1ccc(C#N)cc1	-30%	-23%	-2%	-4%	11%[38.3 µM]	10%	-2%
CC1(C)Cc2[nH]c(=S)c(C#N)cc2CO1	2%	8%[9.22 µM]	-12%	-8%	0%[38.3 µM]	-32%	-28%
Cn1c(-c2ccc(Cl)cc2)ccc(C#N)c1=O	-24%[10 µM]	-7%	-1%	u	-11%	-5%	9%
COc1ccc(O)c(C(=O)c2cc(C#N)c(=O)n(CC3CCCO3)c2)c1 (stereo not drawn)	-9%	-4%	1%	3%	10%[38.3 µM]	-11%	-16%
C/C(=N\Nc1ccc(C#N)cc1[N+](=O)[O-])c1ccc(C)o1	11%[10 µM]	-7%[9.22 µM]	1%	x	x	3%	2%
COC(=O)CSc1nc(N2CCCCC2)c2c(c1C#N)CCCC2	10%[0.074 µM]	5%	-2%	-2%	6%[38.3 µM]	2%	-11%
CCc1nc(Cl)c(C#N)c2c1CCCC2	2%[10 µM]	11µM*	-6%	2%	5%	-4%	12%

A portion of the library, so the mix of outcomes need not match the whole.
